Compound activity as filed in PubChem BioAssay.
Peg3 promoter: Peg3 promoter-driven luciferase inhibitors, primary screen, cell-based, HeLa, luciferase luminescence. HeLa PEG-Prom luciferase reporter, overnight. inhibition, % at 20 µM. 360,000 compounds, 1.7% hits. AID 588405, 2011;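 active means inhibition of at least 50% at 20 µM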
MITF TRPM1 inh: inhibitors of MITF-dependent TRPM1 promoter reporter, primary screen, cell-based, SK-MEL-5, single point, luciferase; SK-MEL-5 TRPM1 promoter luciferase, 24 h; AID 488899, 2010; inhibition, % at 12.5 µM; 330,000 compounds, 0.83% hits;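 active means mean inhibition across replicates of 60% or more, whatever share of single replicates reaches that level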; further: values of inactives mirror those of a sister screen read the other way
Shn3 inh set2: reduction of Shn3 3'UTR firefly luciferase signal, primary screen, Schnurri-3 inhibitor project, cell-based, Clone20 osteoblasts, set 2 | inhibition, % at 12.5 µM | Clone20 osteoblast Shn3 3'UTR firefly luciferase, 24 h | AID 588674, 2011 | 360,000 compounds, 0.52% hits;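 active means mean inhibition of at least 75% with every replicate also reaching 75%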;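 further: 0% = median of neutral control wells and 100% = pilot-screen positive control compound; some compounds past the cut are filed as inactive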
hiPSC survival: enhancers of single-cell hiPSC survival, primary screen, ATPlite luminescence; 100% = ROCK inhibitor wells, 0% = DMSO; survival enhancement, % at 20 µM; 360,000 compounds, 0.044% hits; AID 602274, 2012; in the data active means survival enhancement above about 18%;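 further: cells exposed to compounds for 16 hours before the ATP read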
KKLEB tox: cytotoxicity in KKLEB CF airway cells, primary screen, cytotoxicity control for CF NF-kB inhibitor project, cell-based, uHTS, fluorescence assay plates | 360,000 compounds, 0.36% hits | activity change (cytotoxicity), % at 5 µM | AID 602141, 2011 | KKLEB CF airway cells viability, ATPlite luminescence, overnight; hits give low values; cells stimulated with P. aeruginosa culture filtrate;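 active means corrected activity change at or below -50% at 5 µM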
HIF-2a block: HIF-2a reporter inhibitors, primary screen, luminescence, 786-0 RCC cells; inhibition, % at 18.8 µM; AID 624352, 2012; 360,000 compounds, 0.72% hits; 786-0 RCC cells HIF-2a reporter, luciferase luminescence, overnight;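 active means inhibition of the luminescence signal of 40% or more relative to plate controls, in a single-dose primary screen at 18.75 µM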
NR2E3 ag-1: inhibitors of NR2E3-RetCOR corepressor binding, primary screen, NR2E3 agonist project, biochemical, TR-FRET, GST-NR2E3, biotin-RetCOR; Photoreceptor-specific nuclear receptor (Homo sapiens), Q9Y5X4; 1536-well; inhibition of corepressor binding, % at 4.78 µM; 320,000 compounds, 0.12% hits; AID 2300, 2010;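 active means percent inhibition above the cutoff of mean plus 3 SD of all tested compounds, set per screening campaign, cut at about 20% in these data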;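 further: 0% = DMSO wells and 100% = biotin wells as full block of FRET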
Target sequence (Q9Y5X4 whole entry, looked up): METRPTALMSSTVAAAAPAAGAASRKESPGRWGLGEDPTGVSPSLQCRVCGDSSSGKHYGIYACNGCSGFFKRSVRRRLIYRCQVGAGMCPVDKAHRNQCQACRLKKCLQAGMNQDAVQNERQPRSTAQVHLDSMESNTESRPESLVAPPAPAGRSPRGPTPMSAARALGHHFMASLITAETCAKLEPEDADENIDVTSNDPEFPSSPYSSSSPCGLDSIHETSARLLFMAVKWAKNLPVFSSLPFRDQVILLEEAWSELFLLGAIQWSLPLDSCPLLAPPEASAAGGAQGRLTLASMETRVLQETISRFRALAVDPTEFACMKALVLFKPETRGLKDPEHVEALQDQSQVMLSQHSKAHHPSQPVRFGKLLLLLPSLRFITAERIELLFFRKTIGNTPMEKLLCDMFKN
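System: GST-NR2E3 and biotin-RetCOR proteins; probe or stimulus: 7 nM biotin-RetCOR; doses: compound at 4.8 µM, single dose; schedule: Compound–protein incubation for 5 h at 4 °C; detection: time-resolved FRET; read-out: percent inhibition; controls: biotin wells as high control, 0.6% DMSO wells as low control; format: 1536-well plates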
aDG glyco act: activators of alpha-DG glycosylation, primary screen, uHTS, Pro5-aDG cells, AlphaScreen; alpha-DG glycosylation AlphaScreen (IIH6); 0% Pro5, 100% B10-LARGE cell signal; activation, % at 10 µM; 360,000 compounds, 0.22% hits;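 active means activation of at least 8% versus controls, or a plate z-score of at least 8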;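 further: Pro5 are CHO cells carrying HIG-tagged alpha-DG that lacks glycosylation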
NR2E3 ag-2: NR2E3 agonists in two-hybrid cells, primary screen, cell-based, luminescence, CHO-S, Gal4-NCOR/VP16-NR2E3. inhibition of corepressor binding, % at 3.98 µM. AID 602229, 2012. luciferase. 360,000 compounds, 0.35% hits. Photoreceptor-specific nuclear receptor (Homo sapiens), Q9Y5X4;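 active means inhibition above the mean of all tested compounds plus 3 SD, cut at about 70% in these data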;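 further: 0% = DMSO with NR2E3 transfected cells and 100% = cells lacking NR2E3 construct; higher means lower luciferase signal from less NR2E3 corepressor binding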
TWEAK Fn14 block: inhibitors of TWEAK-Fn14 signaling, primary screen, luciferase reporter cells, uHTS; TWEAK-stimulated Fn14 reporter cells, luciferase luminescence, 8 h; inhibition, % at 10 µM; 360,000 compounds, 2% hits; in the data active means inhibition above about 50%
CF NFkB inh: inhibitors of PAF-induced NF-kB signaling, primary screen, cell-based, GFP fluorescence, uHTS; KKLEB NF-kB-GFP reporter, GFP fluorescence overnight; AID 588850, 2011; 360,000 compounds, 0.86% hits; inhibition, % at 5 µM;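 active means at least 50% inhibition at 5 µM, scaled per plate between neutral and stimulator controls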;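 further: PAF is a Pseudomonas aeruginosa culture filtrate used as stimulus; plate controls were PAF-stimulated DMSO wells for no effect and unstimulated DMSO wells for full effect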
The depositor's hits bear a star; . = not tested or not shown.

cpd | compound | Peg3 promoter | MITF TRPM1 inh | Shn3 inh set2 | hiPSC survival | KKLEB tox | HIF-2a block
1 | COC(=O)Cc1c(C)nc2nc(-c3ccco3)[nH]n2c1=O | 2 | -4 | 2 | 0.8 | -4 | 16
2 | COC(C[C@H](O)CC(=O)[C@H](C)OCc1ccccc1)OC | 4 | 6 | 0 | 2.4 | -7 | 4
3 | CC1c2c([nH]c3ccccc23)CCC1C(=O)O (centres undefined) | 3 | -2 | -3 | 0.5 | 15 | 13
4 | CC1CCN(CCc2nc3cc(NC(=O)COc4ccc([N+](=O)[O-])cc4)ccc3n2C)CC1 | 5 | -4 | 11 | -0.5 | -16 | -4
5 | O=C(NCC1CCCO1)c1cc(C(=O)c2ccc(Cl)cc2Cl)c[nH]1 (centres undefined) | 10 | 11 | 13 | -1.2 | 2 | 13
6 | COc1ccc(NC(=O)/C=C/c2cc(Br)ccc2OC)cc1 | 10 | 23 | 1 | 3.9 | -8 | -11
7 | Cn1nccc1C(=O)N1CCCC(C(=O)c2cccc3ccccc23)C1 (centres undefined) | -3 | -4 | 4 | 5.0 | 0 | -21
8 | Cn1c(Cn2c(=O)sc3ccccc32)nnc1SCC(=O)Nc1cccc(F)c1 | 5 | . | -3 | 0.4 | 3 | 5
9 | CCOC(=O)NC(=O)CN1C(=O)NC(C)(c2ccccc2)C1=O (centres undefined) | 7 | -8 | 5 | 0.2 | 10 | 17
10 | O=C(O)c1ccc(NS(=O)(=O)c2ccc(NC(=O)c3ccccc3Cl)cc2)cc1 | 2 | 0 | -1 | -0.4 | -6 | 11
11 | Cc1cc(=O)n2[nH]cc(C(=O)O)c2n1 | -6 | 6 | 6 | 1.5 | 2 | 7
12 | O=C(CCC(=O)Nc1ccccc1Cl)N/N=C/c1ccccc1 | -12 | 4 | 5 | -0.8 | 0 | -2
13 | CCNC(=O)C1(C)CCCN(C(=O)c2cccnc2Oc2ccccc2)C1 (centres undefined) | 9 | . | -8 | -2.5 | 4 | 6
14 | COc1ccc(-c2cc(C(F)F)n3ncc(C(=O)N4CCN(C)CC4)c3n2)cc1 | 13 | 4 | 0 | 3.1 | -1 | 15
15 | COc1ccc(NC(=O)CN(C)C(=O)CNC(=O)C2CCCCC2)cc1 | 20 | -1 | 2 | -0.2 | 12 | 7

cpd | NR2E3 ag-1 | aDG glyco act | NR2E3 ag-2 | TWEAK Fn14 block | CF NFkB inh
1 | 1 | -0.1 | -6 | -12 | 8
2 | . | 0.2 | -15 | 3 | 3
3 | -2 | 0.1 | 5 | 23 | -26
4 | 3 | -0.3 | -26 | -9 | 21
5 | -1 | 0.3 | 13 | -11 | 3
6 | 0 | 0.9 | -18 | 26 | -13
7 | 2 | 0.4 | -13 | -1 | 12
8 | 2 | 0.0 | -15 | 6 | 15
9 | 4 | -0.1 | -1 | 6 | -6
10 | -1 | 0.0 | 3 | 16 | 11
11 | 3 | -0.3 | 20 | -8 | 7
12 | -2 | 0.4 | -9 | -1 | 18
13 | . | -0.2 | -10 | 2 | -11
14 | 2 | 0.4 | 6 | -41 | -1
15 | 3 | -0.2 | -4 | -3 | -25

Continued:
cpd | compound | Peg3 promoter | MITF TRPM1 inh | Shn3 inh set2 | hiPSC survival | KKLEB tox | HIF-2a block
16 | CC1(C)C2CC=C(/C=N/NC(=O)c3ccc(O)cc3)C1C2 (centres undefined) | -4 | 1 | 11 | 0.8 | -4 | 1
17 | COc1ccccc1/C=C/C(=O)OCC(=O)N1CCCCC1 | -65 | -27 | -11 | 4.1 | -4 | -83
18 | O=C(COC(=O)CC1CC2CCC1C2)NC(=O)NCc1ccco1 (centres undefined) | 12 | -5 | -25 | -0.1 | 0 | 12
19 | O=c1cc(O)c2ccccc2n1Cc1ccccc1F | 17 | -4 | -3 | -0.2 | 4 | 17
20 | CCCn1c(-c2ccncc2)n[nH]c1=S | 11 | -2 | -22 | 0.0 | 6 | 18
21 | O=C(O)c1ccccc1C(=O)c1ccc2c(c1)N(Cc1cccc(F)c1)C(=O)CO2 | 6 | 5 | 11 | -4.7 | -8 | 6
22 | COc1ccc(Cc2nnc(NC(=O)c3cccc([N+](=O)[O-])c3C)s2)cc1 | 9 | -5 | 9 | 1.4 | -14 | 8
23 | CCOc1ccc(NC(=O)C(C)O)c(NS(=O)(=O)c2ccc(CCNC(C)=O)cc2)c1 (centres undefined) | 2 | 12 | 18 | 0.7 | 8 | 6
24 | CN(Cc1ccc(C(F)(F)F)cc1)C(=O)[C@H]1O[C@@H](n2cnc3c(N)ncnc32)[C@H](O)[C@@H]1O | 7 | . | 6 | 20* | -3 | 12
25 | Brc1ccc([C@H]2CN3CCSC3=N2)cc1 | -33 | -12 | 6 | -1.4 | 16 | -5
26 | O=c1cc(CN2CCN(c3ccccc3)CC2)c2c(ccc3ccccc32)o1 | 26 | -4 | 1 | -2.3 | -19 | 11
27 | Cc1ccc(N2C(=O)C(Cl)=C(Nc3c(C)n(C)n(-c4ccccc4)c3=O)C2=O)cc1 | 8 | 4 | 19 | -1.3 | 2 | -7
28 | COc1ccc(NS(=O)(=O)c2cccc(C(=O)NNC(=O)c3cccn3C)c2)cc1 | 13 | -4 | -2 | 0.8 | 21 | 13
29 | Cc1ccc(Oc2nnc(-c3cccs3)c3ccccc23)cc1 | 11 | 3 | 3 | -0.2 | 9 | -1
30 | COc1cccc(CN(C)C(=O)c2cccc(NC(=O)CC3SC(N4CCCCC4)=NC3=O)c2)c1OC (centres undefined) | 18 | 12 | -9 | -0.4 | 13 | -8

cpd | NR2E3 ag-1 | aDG glyco act | NR2E3 ag-2 | TWEAK Fn14 block | CF NFkB inh
16 | 2 | -0.4 | -19 | -14 | 5
17 | . | 0.0 | -14 | -21 | 15
18 | -1 | -0.3 | 7 | -12 | 2
19 | 2 | 0.1 | -18 | 7 | 13
20 | -3 | 0.0 | -10 | -11 | -7
21 | 7 | 0.5 | -4 | -3 | -14
22 | 3 | -0.2 | -4 | -20 | -10
23 | -1 | -0.1 | -1 | 2 | -11
24 | . | 0.6 | 12 | -21 | 13
25 | 0 | 0.2 | -29 | 2 | 13
26 | 0 | -0.4 | -14 | -10 | -8
27 | 3 | 0.0 | -3 | 9 | -1
28 | -5 | 1.1 | -11 | 0 | 6
29 | -3 | 0.5 | -10 | -5 | -3
30 | 0 | 0.0 | -30 | 1 | -42

(cont.)
cpd | compound | Peg3 promoter | MITF TRPM1 inh | Shn3 inh set2 | hiPSC survival | KKLEB tox | HIF-2a block
31 | COc1ccccc1NC(=O)C1=C(C)NC(=O)NC1c1cc(C)cs1 (centres undefined) | 2 | -5 | 16 | -1.2 | 11 | 27
32 | C[C@H]1CN([C@@H](C)CO)C(=O)c2cc(Br)cnc2O[C@H]1CN(C)C(=O)C1CC1 | 11 | . | 1 | 2.6 | 6 | -4
33 | O=C(NC1C2CC3CC(C2)CC1C3)C1CC1 (centres undefined) | 0 | -3 | 11 | -1.5 | 3 | 18
34 | C=CCOC(=O)N1CCC2CC1c1c(-c3ccc(C(F)(F)F)cc3)cccc12 (centres undefined) | -1 | . | 2 | -1.2 | -13 | 1
35 | Cc1ccc(Oc2nc3c(c(=O)n(C)c(=O)n3C)n2C)cc1C | 1 | -27 | 1 | 5.6 | -6 | 17
36 | COc1ccc(CCNC(=O)C(=O)NCC2CCCO2)cc1OC (centres undefined) | 0 | 7 | -11 | 1.1 | 3 | -8
37 | Cc1ccc(C)c(NC(=O)CSc2nc(N)c(NC(=O)c3cccs3)c(=O)[nH]2)c1 | 6 | . | 8 | -0.2 | 14 | 12
38 | O=C(CCN1CCCCC1=O)NC1CCCN(Cc2ccc(Cl)cc2)C1 (centres undefined) | -2 | 9 | -22 | -0.4 | 13 | 9
39 | CCn1c(=O)oc2cc(NC(=O)CCl)ccc21 | 47 | 37 | 47 | -4.8 | 17 | 40*
40 | COCCn1c(Cc2ccccc2)nnc1SCC(=O)NC1CC1 | 4 | -1 | -6 | 0.1 | -17 | 10
41 | NS(=O)(=O)c1ccc(NC(=O)COc2ccc(Cl)cc2)cc1 | 6 | 8 | 4 | -0.6 | -6 | 21

cpd | NR2E3 ag-1 | aDG glyco act | NR2E3 ag-2 | TWEAK Fn14 block | CF NFkB inh
31 | -4 | 0.1 | -27 | -8 | 8
32 | . | -0.2 | -24 | -2 | -17
33 | 3 | 0.3 | 8 | -12 | 7
34 | . | -0.2 | -9 | -24 | 1
35 | -2 | 0.5 | -23 | 14 | 28
36 | 0 | 0.0 | 0 | 4 | -38
37 | . | -0.2 | 9 | 11 | -18
38 | 1 | -0.2 | -5 | 13 | -24
39 | 4 | 0.7 | -15 | 0 | -62
40 | 4 | 0.0 | -34 | 8 | 0
41 | -4 | 0.0 | 15 | 2 | 3

Nos. 31 to 32, quoted:
cpd | compound | Peg3 promoter | MITF TRPM1 inh | Shn3 inh set2 | hiPSC survival | KKLEB tox | HIF-2a block
31 | COc1ccccc1NC(=O)C1=C(C)NC(=O)NC1c1cc(C)cs1 (centres undefined) | 2 | -5 | 16 | -1.2 | 11 | 27
32 | C[C@H]1CN([C@@H](C)CO)C(=O)c2cc(Br)cnc2O[C@H]1CN(C)C(=O)C1CC1 | 11 | . | 1 | 2.6 | 6 | -4

cpd | NR2E3 ag-1 | aDG glyco act | NR2E3 ag-2 | TWEAK Fn14 block | CF NFkB inh
31 | -4 | 0.1 | -27 | -8 | 8
32 | . | -0.2 | -24 | -2 | -17

Taken from above:
For CF NFkB inh, `C[C@H]1CN([C@@H](C)CO)C(=O)c2cc(Br)cnc2O[C@H]1CN(C)C(=O)C1CC1` has the entry -17
For MITF TRPM1 inh, `COc1ccc(CCNC(=O)C(=O)NCC2CCCO2)cc1OC` (centres undefined) has the entry 7
For TWEAK Fn14 block, `COc1ccccc1NC(=O)C1=C(C)NC(=O)NC1c1cc(C)cs1` (centres undefined) has the entry -8
For NR2E3 ag-2, `CCn1c(=O)oc2cc(NC(=O)CCl)ccc21` has the entry -15
For CF NFkB inh, `O=C(CCN1CCCCC1=O)NC1CCCN(Cc2ccc(Cl)cc2)C1` (centres undefined) has the entry -24
